From PubChem
HEK cytotox – kills HEK 293 cells; HEK 293 viability, ATP luminescence (CellTiter-Glo), 48-72 h; Potency, µM (highest dose often 115 µM), inactives show at the top dose activity change, negative = cytotoxicity, hits mostly inhibitors; actives 6.6% (n = 94,000); AID 1345083; further: potency means the concentration at half of the fitted maximal effect; nearly all actives have a fitted effect of over 60% in size
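HEK 293 cells at 250 cells/well were exposed to compounds by pintool transfer for 48 or 72 hr at 37 degree Celsius, 5% CO2. Viability was read as ATP-coupled luminescence with CellTiter-Glo after 10 min at room temperature.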
SNCA expr inh – SNCA gene expression inhibition; HEK-293 SNCA-luciferase knock-in, luminescence, 24 h; actives 0.17% (n = 140,000); Potency, µM (top dose mostly 57.2 µM), for inactives: at the highest dose activity change, negative = inhibition, usual class: inhibitors; AID 1671194;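 further: potency means the concentration at half of the fitted maximal effect; plate controls were DMSO cells for no effect and cell-free wells for full effect; nearly all actives have a fitted effect of over 45% in size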
SNCA viab count – reduces viability of HEK-293 SNCA reporter cells; AID 1671193; HEK-293-SNCA-luc viability, GF-AFC fluorescence, 24 h; actives 0.12% (n = 150,000); Potency, µM (doses to about 57.1 µM), for the others: at the highest dose activity change, negative = cytotoxicity, actives largely listed as cytotoxic;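 further: potency means the concentration at half of the fitted maximal effect; 0% = DMSO-treated cells and -100% = medium-only wells without cells; nearly all actives have a fitted effect of over 30% in size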
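HEK-293-SNCA-luc cells (1500/well) plated 24 h, then exposed 24 h to a dilution series; GF-AFC added 30 min at 37C, fluorescence 405/540 nm; normalised to medium-only and DMSO wells, Hill fit.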
IP6K1 inhibitor – blocks human inositol hexakisphosphate kinase 1; IP6K1 kinase, ADP-Glo luminescence, 2 h; stronger effect = lower value; activity change, % (series mostly up to about 58 µM); actives 0.81% (n = 140,000); AID 1645851; in the data active means activity change below about -25%
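ADP-Glo luminescence measures ADP made by human IP6K1 during a 2 h RT reaction with ATP/IP6 (mix at 1.3 mM/130 uM); top library doses 57.5 and 19.1 uM final.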
GPT2 inh – blocks human glutamate pyruvate transaminase 2; Recombinant GPT2, coupled pyruvate oxidase/HRP Amplex Red fluorescence; Potency, µM (top dose mostly 57.7 µM), without a hit: at the highest dose activity change, negative = inhibition, hits mostly inhibitors; actives 0.25% (n = 100,000); AID 1671188; further: potency means the concentration at half of the fitted maximal effect; nearly all actives have a fitted effect of over 60% in size; many of its hits are not listed in these tables
Target sequence (Q8TD30 whole entry, looked up): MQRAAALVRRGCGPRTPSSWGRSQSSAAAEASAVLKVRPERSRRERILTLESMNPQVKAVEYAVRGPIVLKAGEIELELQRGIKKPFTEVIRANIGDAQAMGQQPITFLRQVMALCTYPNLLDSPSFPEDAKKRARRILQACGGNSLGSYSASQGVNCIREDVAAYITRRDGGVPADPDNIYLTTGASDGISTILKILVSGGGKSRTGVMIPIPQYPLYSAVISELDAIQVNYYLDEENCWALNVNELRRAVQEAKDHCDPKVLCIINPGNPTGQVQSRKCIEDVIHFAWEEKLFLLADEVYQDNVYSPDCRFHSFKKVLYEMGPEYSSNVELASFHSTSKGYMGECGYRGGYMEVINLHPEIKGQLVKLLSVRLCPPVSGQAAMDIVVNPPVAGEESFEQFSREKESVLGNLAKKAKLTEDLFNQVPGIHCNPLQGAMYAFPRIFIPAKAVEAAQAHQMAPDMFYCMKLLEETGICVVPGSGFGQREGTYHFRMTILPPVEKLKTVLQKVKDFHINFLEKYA
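GPT2 10ng/uL, a-KG 250uM, L-Ala 2mM, HEPES pH7.5 + 0.0001% Tween; 30 min RT. Then Amplex mix (PO/HRP/ThPP), 30 min RT dark, fluorescence. AOA 50uM used as positive control.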
FLuc inh – blocks purified firefly luciferase enzyme activity; purified P. pyralis luciferase, luminescence, biochemical; Potency, µM (doses to about 115 µM), inactives show at the highest dose activity change, negative = inhibition, hits mostly inhibitors; actives 2.5% (n = 76,000); further: potency means the concentration at half of the fitted maximal effect; nearly all actives have a fitted effect of over 65% in size
Target sequence (P08659 whole entry, looked up): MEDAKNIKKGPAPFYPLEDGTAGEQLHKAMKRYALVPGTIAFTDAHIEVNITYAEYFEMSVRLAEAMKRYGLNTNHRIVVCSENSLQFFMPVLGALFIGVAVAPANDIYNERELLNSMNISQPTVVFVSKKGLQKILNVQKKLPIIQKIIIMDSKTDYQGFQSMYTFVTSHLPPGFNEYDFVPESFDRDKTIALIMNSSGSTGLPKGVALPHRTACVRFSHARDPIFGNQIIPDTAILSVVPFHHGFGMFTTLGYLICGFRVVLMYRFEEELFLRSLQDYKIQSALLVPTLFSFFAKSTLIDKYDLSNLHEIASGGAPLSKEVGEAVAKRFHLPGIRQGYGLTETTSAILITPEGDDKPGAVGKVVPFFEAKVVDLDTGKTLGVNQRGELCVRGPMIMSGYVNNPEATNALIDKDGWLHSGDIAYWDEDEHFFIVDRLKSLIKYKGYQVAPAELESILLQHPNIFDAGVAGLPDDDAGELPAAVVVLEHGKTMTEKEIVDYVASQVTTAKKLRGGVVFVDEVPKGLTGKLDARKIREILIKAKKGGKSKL
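Purified P. pyralis luciferase (10nM final) in 50mM Tris acetate pH 7.5, 10mM Mg acetate, 0.01% Tween-20, 0.05% BSA with 10uM D-luciferin and 10uM ATP. Compounds titrated qHTS. Luminescence imaged on CCD.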
NIH3T3 tox – cytotoxic compounds in NIH 3T3 cells; NIH 3T3 viability, CellTiter-Glo ATP luminescence, 48-72 h; Potency, µM (titrated, usually from 96.7 µM), for the others: at the highest dose activity change, negative = cytotoxicity, actives largely listed as inhibitors; actives 4.3% (n = 94,000); AID 1345082; further: potency means the concentration at half of the fitted maximal effect; nearly all actives have a fitted effect of over 55% in size
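Mouse fibroblast NIH 3T3 cells, 400 per well, received compound via pintool and were incubated for 48 or 72 hr prior to CellTiter-Glo ATP luminescence measurement.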
Active calls of the source: *; i = inactive; u = inconclusive; x = not tested or not shown; & = joins results of further samples; [ ] = remark or other dose. Unless noted, the call rests on the fitted dose curve; in most records, active means well fitted curve in the direction sought with a large enough effect; inconclusive means small, poorly fitted or top-dose-only effect, or another doubt; inactive means no such curve, though single readings can be large; an effect the other way counts as inactive or inconclusive. Unless noted, on the % scale 0 is the no-effect control and ±100 the full control effect.

SMILES	HEK cytotox	SNCA expr inh	SNCA viab count	IP6K1 inhibitor	GPT2 inh	FLuc inh	NIH3T3 tox
COc1cccc(CNC(=O)c2nnn3c2COC(c2ccc(C)cc2)C3)c1 (centres undefined)	u	-15.9%	-3.0%	-7.0	i	-2.6%	-23.6%
CCOC(=O)C1CCN(C(=O)c2cn3cc(-c4cccnc4)sc3n2)CC1	u	65.4%[activator]	3.3%	5.6	i	x	-15.2%
COCc1ncc(C)n1C1CCN(C(=O)C2CCC2)CC1	i	-3.1%	-29.8%	2.3	i	5.0%	-7.0%
CC(C)CCNC(=O)CCC1CCCN(S(=O)(=O)c2ccc(F)cc2)C1 (centres undefined)	u	u	-13.4%	11.1	i	x	u
CN1CCN(CCCNC(=O)Cn2c(-c3cccs3)cc3cc(Cl)ccc32)CC1	x	-9.5%	u	-16.2	x	x	x
COc1ccc(C2(C(=O)N3CCC(Cc4nc(-c5ccccc5)no4)CC3)CC2)cc1	u	u	-20.6%	-6.0	i	1.7%	u
Cc1nn(CC(=O)Nc2cc(F)ccc2F)c(=O)c2cccn12	x	15.7%	15.0%	11.7	x	x	x
COc1ccc(CNC(=O)Cc2c(C)c3cc4c(C)coc4cc3oc2=O)cc1OC	x	4.0%	-1.1%	-12.5	x	x	x
O=C([C@H]1C[C@@H](F)CN1S(=O)(=O)c1ccccc1F)N1CCOCC1	-19.7%	6.6%	-17.8%	-9.8	0.9%	-5.1%	-6.5%
CCOc1ccccc1NC(=O)c1c(NCc2cccs2)sc2c1CCCCC2	x	u	-16.8%	2.2	x	x	x
Cc1noc(-c2cn(C3CCN(C(=O)c4ccc(C)s4)CC3)nn2)n1	-8.7%	-15.8%	-8.0%	15.2	-7.9%	0.0%	-25.7%
COC(=O)c1ccc(COC(=O)C2=CN(C)S(=O)(=O)N=C2C)o1	-29.9%	-10.6%	17.3%	-6.3	0.4%	-3.9%	-30.4%
Cc1cn2c(=O)cc(COC(=O)c3ccc(NC(=O)c4ccc(F)cc4)cc3)nc2s1	x	-12.3%	0.7%	2.5	x	x	x
COc1ccc([C@H]2C[C@@H](O)[C@@H](O)[C@@H]2NS(=O)(=O)c2cccc(C#N)c2)cc1	i	-2.1%[87.6 µM]	5.8%[87.6 µM]	-4.7	i	-7.1%[172 µM]	-13.0%[174 µM]
COc1ccc(C(=O)NNc2ncnc3c2cnn3-c2ccc(C)c(Cl)c2)cc1	x	88.0%[activator]	-10.3%	29.7	x	x	x
CCOc1ccc(C(=O)Nc2c(C(=O)Nc3ccccc3OC)oc3ccccc23)cc1OCC	x	-13.0%	4.9%	-13.3	x	x	x
CC1=C[C@@H](CO)[C@H](C(C)C)C[C@H]1Cc1nnc(C(C)(C)C)o1	u	-5.9%[87.6 µM]	-10.2%[87.6 µM]	-8.6	-17.0%[88.5 µM]	-2.0%[172 µM]	u
COc1ncccc1-c1csc(CN2CCCC(C)(NC(C)=O)C2)c1 (centres undefined)	u	-7.3%[87.6 µM]	9.4%[87.6 µM]	-0.6	i	-23.1%[172 µM]	u
CCc1cccc(NC(=O)N2CCCC(c3noc(COc4ccccc4)n3)C2)c1 (centres undefined)	u	-26.6%	15.3%[12.5 µM]	38.8	-3.5%	-22.9%	31.6µM*
CC(C)C12CN3CC(C(C)C)(CN(C1)C3c1ccc(OCc3ccccc3)cc1)C2=O (centres undefined)	x	-5.9%	8.1%	14.1	x	x	x
O=C(Cc1c(F)cccc1Cl)NC1CCN(c2cc(-c3ccc(F)cc3)[nH]n2)CC1	u	-4.2%	3.9%	10.9	i	3.7%	-23.3%
CCc1ccc(CN2CCC(CNC(=O)c3ccc(C)nc3)C2)nc1 (centres undefined)	u	18.8%	5.0%	0.5	1.1%	-20.0%	u
O=C(c1cnccn1)N1CCC([C@@H]2CNC[C@H]2CO)CC1	-9.1%	u	-5.6%[12.5 µM]	-1.8	1.2%	-8.9%	i
COC[C@@H]1CN(C(=O)c2ccc(C#N)cc2)C[C@H]1c1nc(C)no1	0.3%	5.7%	0.5%	-2.9	-15.2%	-4.6%	i
COc1ccc(Cc2nnc(C(=O)NCCCN3CCN(c4ccccc4F)CC3)o2)cc1OC	x	-25.4%	u	-0.4	x	x	x
COc1ccc(CCC(=O)N2C[C@@H](Oc3ccccc3)C[C@H]2C(=O)N2CCOCC2)cc1	-0.7%	-2.0%	-1.0%	5.2	i	0.1%	-19.3%
CC1(C)C(=O)N(Cc2ccccc2)[C@H]2CN(Cc3cccc(OC(F)(F)F)c3)C[C@@H]2[S+]1(=O)[O-]	u	-25.8%	0.6%	2.6	i	-7.0%	u
Cc1ccc(C(=O)N2CCN(C(=O)c3cccc(-c4ccccn4)c3)CC2)cc1	u	u	-8.4%[12.5 µM]	-11.7	i	x	-24.7%
Cc1ccc(OCC(=O)Nc2ccc(Cl)c(-c3nc4ncccc4o3)c2)cc1C	x	23.9%	3.1%	5.7	x	x	x
CN(CCC1CCOCC1)Cc1ccccc1OCC(O)CN1CCSCC1 (centres undefined)	3.2%	-17.2%	-2.5%	31.3	-27.1%	-2.3%	i
CCOCCNC(=O)C1CCN(C(=O)c2ccc(-c3ccccc3OC)cc2)CC1	-1.8%	1.7%	2.7%[12.5 µM]	3.4	i	x	-5.7%
CC(C)(C)CN1CCNC(=O)C1CC(=O)O (centres undefined)	2.4%	10.1%	4.0%	-4.6	-21.0%	-4.3%	i
CCOc1ccc(NC(=O)N2CC(c3nnc(-c4ccncc4)o3)C3(CCOCC3)C2)cc1 (centres undefined)	-31.7%	-17.2%	-3.5%	10.3	2.5%	3.8%	-26.8%
Cc1cccc(-n2nc(C)c(C(=O)Nc3cc(C)ccc3C)c2-n2cccc2)c1	x	-26.0%	2.1%	5.5	x	x	x
COCCn1c(C)nnc1-c1cc(-c2cccc(CO)c2)ccn1	-10.0%[172 µM]	17.7%[87.6 µM]	10.8%[87.6 µM]	12.7	u	-20.1%[172 µM]	u
O=C(CCC1CCN(c2cc(NC3CC3)ncn2)CC1)N1CCN(c2ccccc2F)CC1	u	u	-25.7%	20.1	i	-26.1%	u
COC(=O)CNC(=O)C1CCN(C(=O)C2CN(c3cccc(OC)c3)C(=O)N2)C1 (centres undefined)	-2.8%&-2.9%	5.0%&12.5%	u	-0.1&-3.5	i	1.2%&-0.6%	-13.8%
Nc1c(C(=O)Nc2ccc(OC(F)(F)F)cc2)sc2nc(-c3ccncc3)ccc12	x	52.0%[activator]	4.7%	13.1	x	x	x
COCCN1C(=O)[C@H]2CN(Cc3ccc(OC)c(OC)c3OC)C[C@H]2C1=O	-11.3%	-13.0%	9.6%	-14.0	-11.9%	-0.3%	-28.7%
COc1cc(-c2nc(-c3c(C)noc3C)cc3cc(CN(C)C)oc23)ccn1	79.4µM*	3.4%[87.6 µM]	-15.4%[87.6 µM]	-33.1*	-24.1%[88.5 µM]	0.7%[172 µM]	39.8µM*

Part of the list above, in markdown.
| Structure | HEK cytotox | SNCA expr inh | SNCA viab count | IP6K1 inhibitor | GPT2 inh | FLuc inh | NIH3T3 tox |
| --- | --- | --- | --- | --- | --- | --- | --- |
| O=C(Cc1c(F)cccc1Cl)NC1CCN(c2cc(-c3ccc(F)cc3)[nH]n2)CC1 | u | -4.2% | 3.9% | 10.9 | i | 3.7% | -23.3% |
| CCc1ccc(CN2CCC(CNC(=O)c3ccc(C)nc3)C2)nc1 (centres undefined) | u | 18.8% | 5.0% | 0.5 | 1.1% | -20.0% | u |
| O=C(c1cnccn1)N1CCC([C@@H]2CNC[C@H]2CO)CC1 | -9.1% | u | -5.6%[12.5 µM] | -1.8 | 1.2% | -8.9% | i |
| COC[C@@H]1CN(C(=O)c2ccc(C#N)cc2)C[C@H]1c1nc(C)no1 | 0.3% | 5.7% | 0.5% | -2.9 | -15.2% | -4.6% | i |
| COc1ccc(Cc2nnc(C(=O)NCCCN3CCN(c4ccccc4F)CC3)o2)cc1OC | x | -25.4% | u | -0.4 | x | x | x |
| COc1ccc(CCC(=O)N2C[C@@H](Oc3ccccc3)C[C@H]2C(=O)N2CCOCC2)cc1 | -0.7% | -2.0% | -1.0% | 5.2 | i | 0.1% | -19.3% |
| CC1(C)C(=O)N(Cc2ccccc2)[C@H]2CN(Cc3cccc(OC(F)(F)F)c3)C[C@@H]2[S+]1(=O)[O-] | u | -25.8% | 0.6% | 2.6 | i | -7.0% | u |
| Cc1ccc(C(=O)N2CCN(C(=O)c3cccc(-c4ccccn4)c3)CC2)cc1 | u | u | -8.4%[12.5 µM] | -11.7 | i | x | -24.7% |
| Cc1ccc(OCC(=O)Nc2ccc(Cl)c(-c3nc4ncccc4o3)c2)cc1C | x | 23.9% | 3.1% | 5.7 | x | x | x |
| CN(CCC1CCOCC1)Cc1ccccc1OCC(O)CN1CCSCC1 (centres undefined) | 3.2% | -17.2% | -2.5% | 31.3 | -27.1% | -2.3% | i |
| CCOCCNC(=O)C1CCN(C(=O)c2ccc(-c3ccccc3OC)cc2)CC1 | -1.8% | 1.7% | 2.7%[12.5 µM] | 3.4 | i | x | -5.7% |
| CC(C)(C)CN1CCNC(=O)C1CC(=O)O (centres undefined) | 2.4% | 10.1% | 4.0% | -4.6 | -21.0% | -4.3% | i |

Continued:
SMILES	HEK cytotox	SNCA expr inh	SNCA viab count	IP6K1 inhibitor	GPT2 inh	FLuc inh	NIH3T3 tox
O=C1CCC2(CCCO2)CCN1Cc1cccc(F)c1C(F)(F)F (centres undefined)	0.9%	-14.9%	-2.2%	4.7	-11.0%	7.4%	-6.6%
Cc1cc(C(=O)N2CCOC[C@H](Oc3ccc(C(F)(F)F)cn3)C2)n(C)n1	-7.8%[172 µM]	4.3%[87.6 µM]	3.6%[87.6 µM]	1.1	i	8.6%[172 µM]	-20.5%[138 µM]
O=C(c1cccc(F)c1)N1CCC(Cc2nc(-c3cnccn3)no2)CC1	-22.8%	-22.9%	-3.9%	15.3	-6.9%	-3.8%	-19.7%
Cc1noc(C2CC3(CCN(C(=O)CCC4CCCC4)CC3)CN2C)n1 (centres undefined)	-21.4%	-0.2%	-2.3%	-6.4	i	-2.6%	-0.3%
N#Cc1ccc(C(=O)N2CCCCCNC(=O)[C@@H]3CCC[C@@H]32)cc1	0.9%	4.3%	-4.7%	5.5	0.9%	-1.1%	-7.3%
CCCC(=O)NC1CCN(c2cc(C)cc(C)c2)C1=O (centres undefined)	7.7%	57.1%[activator]	2.4%	-1.5	-6.8%	-15.2%	i
COC(=O)C1CCN(S(=O)(=O)c2ccc(N3CCCCS3(=O)=O)cc2)CC1	x	-10.7%	9.5%	-8.1	x	x	x
COC(=O)c1ccccc1NC(=O)c1ccc(COc2ccccc2Cl)o1	x	-15.1%	-1.1%	1.7	x	x	x
CCOc1ccccc1N1CCN(C(=O)CN2CC3CC(C2)[C@H]2CCCC(=O)N2C3)CC1 (some centres undefined)	-7.3%	-20.4%	-13.6%	13.7	0.5%	0.9%	1.4%
